# Compound activity (PubChem)
# S100A4 inh HTS = inhibitors of S100A4-myosin IIA peptide binding, primary screen, biochemical, fluorescence polarization, TAMRA-MyoIIA peptide; inhibition, % at 10.7 µM; 360,000 compounds, 0.14% hits;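 active = mean inhibition of at least 70% across replicates, with every replicate also reaching that level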
# Target sequence (P26447 whole entry, looked up): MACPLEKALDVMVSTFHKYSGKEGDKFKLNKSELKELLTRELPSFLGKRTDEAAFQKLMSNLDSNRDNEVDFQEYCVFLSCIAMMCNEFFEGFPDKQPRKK
#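 Material: S100A4 monomer (human). Medium: Calcium-containing HEPES buffer, pH 7.2. Probe or stimulus: labelled myosin peptide probe, 5 nM. Compound dosing: one concentration per compound. Timing: polarization read 5 min after assay mix addition, stable 5–60 min. Benchmarks: DMSO as neutral control, TFP as positive control.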
# RAD54 branch = inhibitors of human RAD54 branch migration, primary screen, biochemical, fluorescence, single point; DNA repair and recombination protein RAD54-like (Homo sapiens), Q92698; RAD54 Holliday junction branch migration, FAM/BHQ fluorescence; inhibition, % at 10.4 µM; 360,000 compounds, 0.14% hits; AID 602329, 2012;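 active = mean normalized replicate activity at least 40 and at least half of replicates scoring 40 or more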;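 note: 0% = median of neutral control wells and 100% = median of positive control wells; inhibitors cause a drop in the FAM fluorescence signal; in these data hits start at about 50%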
# RAD52 inh = RAD52 DNA annealing inhibitors, primary screen, biochemical, FRET, single point, set 2; DNA repair protein RAD52 homolog (Homo sapiens), P43351; 360,000 compounds, 0.46% hits; AID 651710, 2012; inhibition, % at 18.7 µM; recombinant RAD52 DNA annealing, FRET fluorescence;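 active = every replicate showing at least 50% inhibition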
# Target sequence (P43351 whole entry, looked up): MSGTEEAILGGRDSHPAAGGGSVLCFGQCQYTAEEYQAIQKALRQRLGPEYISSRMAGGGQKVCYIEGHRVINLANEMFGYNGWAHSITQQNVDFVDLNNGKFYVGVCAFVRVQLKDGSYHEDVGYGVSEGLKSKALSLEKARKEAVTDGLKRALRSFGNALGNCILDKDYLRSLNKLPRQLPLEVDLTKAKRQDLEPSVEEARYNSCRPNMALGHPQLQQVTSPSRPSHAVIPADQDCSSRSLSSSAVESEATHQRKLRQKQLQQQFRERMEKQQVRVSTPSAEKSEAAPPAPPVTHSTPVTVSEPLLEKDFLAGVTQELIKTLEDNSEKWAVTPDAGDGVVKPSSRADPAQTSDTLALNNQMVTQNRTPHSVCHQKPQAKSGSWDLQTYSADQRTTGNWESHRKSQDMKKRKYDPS
# Xi reactivation = activators of inactive X chromosome reactivation, primary screen, imaging, XiGFP fibroblasts, GFP high-content imaging, set 2 | XiGFP mouse fibroblasts, % GFP-positive cells imaging, 3 d; cells co-treated with 5-aza-dC sensitizer; scaled so ellipticine positive control = 100% | 360,000 compounds, 0.055% hits | activation, % at 7.58 µM | AID 743238, 2013;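 active = mean normalized replicate activation at least 10% and every replicate at or above 10%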;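 note: 0% = median of on-plate neutral control wells and 100% = ellipticine 6 µM median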
#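 System: XiGFP fibroblasts, SV40-immortalized. Medium: DMEM plus 5-aza-dC sensitizer. Doses: single point. Timing: 3 d treatment, 15 min room-temperature fixation. Control set: ellipticine 6 µM.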
# esBAF inh = Bmi1 luciferase reporter increase in mESCs, primary screen, esBAF inhibitor project, mouse ES cells, Bmi1 luciferase knock-in, single point; 24 h; 100% = twice the neutral-well signal; reporter increase, % at 12.5 µM; 350,000 compounds, 2% hits; in the data active = activation above about 40%;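 note: 0% = median of the plate's neutral control wells and 100% = double that signal; a rise in the Bmi1 reporter signal indicates esBAF inhibition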
# E-sel inducer = E-selectin induction in HUVECs, primary screen, imaging, HUVEC, immunofluorescence imaging, single point. 260,000 compounds, 0.37% hits. P16581. AID 686992, 2013. activation, % at 7.58 µM. normalized: neutral wells 0, TNF-alpha wells 100;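 active = mean E-selectin-positive cell signal at least 10% of the positive control, reached in at least 60% of replicates, without over 20% cell loss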;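 note: in these data hits start at about 27%; measured in HUVEC primary endothelial cells; signal is the percent of cells scored E-selectin positive by PE staining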
#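 Test system: HUVEC; input: 3,000 HUVEC/well; measured by: immunofluorescence imaging; read-out: % PE-positive cells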
# ERp5 inh = inhibitors of ERp5-driven insulin aggregation, primary screen, biochemical, turbidity, absorbance 650 nm, single point | Protein disulfide-isomerase A6 (Homo sapiens), Q15084 | 90 min | inhibition, % at 9.99 µM | 350,000 compounds, 0.05% hits;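 active = mean replicate inhibition above about 25%, with every replicate also reaching it, limit read from the data, passing the limit was not always enough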
# Target sequence (Q15084 whole entry, looked up): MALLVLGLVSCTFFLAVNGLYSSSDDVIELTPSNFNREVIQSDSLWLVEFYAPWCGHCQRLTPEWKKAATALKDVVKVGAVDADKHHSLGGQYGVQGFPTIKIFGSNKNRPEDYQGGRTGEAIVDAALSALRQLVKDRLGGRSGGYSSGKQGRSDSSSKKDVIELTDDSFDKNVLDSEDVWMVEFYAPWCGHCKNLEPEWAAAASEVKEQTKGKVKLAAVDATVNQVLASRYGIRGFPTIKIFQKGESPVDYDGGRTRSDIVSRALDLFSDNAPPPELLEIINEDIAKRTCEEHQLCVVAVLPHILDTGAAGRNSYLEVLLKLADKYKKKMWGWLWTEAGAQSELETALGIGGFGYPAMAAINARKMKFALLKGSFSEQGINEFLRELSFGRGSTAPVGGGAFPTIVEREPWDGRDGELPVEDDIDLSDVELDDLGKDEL
# ERAP1 HTS inh = human ERAP1 aminopeptidase inhibitors, primary screen, biochemical, single point, plate reader | Endoplasmic reticulum aminopeptidase 1 (Homo sapiens), Q9NZ08 | recombinant ERAP1, Leu-AMC fluorescence, 60 min | 340,000 compounds, 0.15% hits | inhibition, % at 10.7 µM | AID 652197, 2013;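 active = mean replicate inhibition of at least 30%, or all replicates individually reaching that 30% level; inactive = mean below 30% and not every replicate reaching it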;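 note: 0% = neutral control wells and 100% = L-leucinethiol positive control wells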
# Numbers without * were called inactive; . = no result given.
# Order of values: S100A4 inh HTS, RAD54 branch, RAD52 inh, Xi reactivation, esBAF inh, E-sel inducer, ERp5 inh, ERAP1 HTS inh
[1] Cn1c(-c2nnn(-c3ccc(F)cc3)n2)cc2ccccc21
 : 1, ., -13, 0.0, ., -0.1, 5, .
[2] CCCCc1nc2ccccc2[nH]1
 : -3, ., -3, 0.1, ., -0.2, 5, 5
[3] Cc1ccc(NC(=O)C2CCN(S(=O)(=O)c3cc([N+](=O)[O-])ccc3Cl)CC2)nc1
 : 2, 21, -19, -0.3, -28, -2.0, -17, 3
[4] CCCCNC(=O)c1cc2c(=O)n3cccc(C)c3nc2s1
 : 0, -5, -11, 0.2, 10, ., 0, -20
[5] O=C1CCCN2N=C(SCC(=O)Nc3ccc(Br)cc3)SC2=N1
 : 8, 4, -11, 0.1, 2, ., -2, 0
[6] O=c1[nH]nnc2c1sc1nc(N3CCOCC3)c3c(c12)CCCC3
 : -3, 1, -11, -0.1, ., ., -2, -6
[7] COc1ccc(Cl)cc1N(C(C)=O)c1nc(C)cc(C)c1C#N
 : 3, 2, -3, 0.0, 1, 0.2, 0, -1
[8] CN(Cc1c(C(=O)N/N=C/c2ccccc2)nnn1-c1nonc1N)c1ccccc1
 : -1, 0, -5, 0.1, 1, ., -7, -2
[9] COC(=O)[C@]1(Cc2ccccc2)N[C@H](CN(C)C(=O)Nc2ccc(F)cc2)[C@@H]2C(=O)N(C)C(=O)[C@@H]21
 : -2, 1, -9, 0.0, -2, -1.4, 5, .
[10] COc1ccc(-c2nc(-c3ccc(C(=O)O)cc3)no2)cc1
 : 3, -1, -6, 0.3, 5, 0.4, -5, 2
[11] Cn1cnnc1SCC(=O)Nc1ccccc1F
 : 0, 1, -12, -0.1, 6, ., 7, 1
[12] CN(CCO)c1nc(N)c(C#N)c(CC#N)c1C#N
 : -1, 2, -89, -0.2, ., -0.3, -6, .
[13] O=C(/C=C/c1ccc([N+](=O)[O-])cc1)NCc1ccco1
 : -4, -2, -1, 0.0, ., -0.1, 5, 3
[14] CCOc1ccc(NC(=O)C/C(C)=N/NC(=O)COc2ccc(Br)cc2C)cc1
 : -3, 4, -5, 0.0, 5, 0.0, 3, -5
[15] CSc1ncccc1C(=O)OCC(=O)N1CC2(C)CC1CC(C)(C)C2 (stereo unspecified)
 : -6, 1, -3, 0.2, 13, -0.1, 3, -3

# Only Xi reactivation, for some of the entries so far:
No.	SMILES	Xi reactivation
4	CCCCNC(=O)c1cc2c(=O)n3cccc(C)c3nc2s1	0.2
5	O=C1CCCN2N=C(SCC(=O)Nc3ccc(Br)cc3)SC2=N1	0.1
6	O=c1[nH]nnc2c1sc1nc(N3CCOCC3)c3c(c12)CCCC3	-0.1

# (further entries)
# Order of values: S100A4 inh HTS, RAD54 branch, RAD52 inh, Xi reactivation, esBAF inh, E-sel inducer, ERp5 inh, ERAP1 HTS inh
[16] CCS(=O)(=O)c1ccc(O)c(NC(=O)Nc2cccc3ccccc23)c1
 : 0, 0, -14, 0.1, -4, 0.1, 4, -1
[17] O=C(C[C@@H]1C[C@H]2c3cc(NC(=O)C4CCOCC4)ccc3O[C@H]2[C@H](CO)O1)NCC1CC1
 : -1, 2, 12, 0.1, 4, 0.2, -1, 1
[18] CCOC(=O)C1(C)CCCN(C(=O)c2c(-c3ccccc3)noc2C)C1 (stereo unspecified)
 : 3, 5, -8, -0.1, -1, 0.6, 1, 0
[19] CCOc1ncccc1C(=O)Nc1cc(S(=O)(=O)N(CC)CC)ccc1N1CCOCC1
 : 18, 2, -7, -0.4, 6, ., 7, 0
[20] COc1ccc(C(C(=O)NC(C)(C)C)N(C(=O)CCC(=O)Nc2cc(C)on2)c2ccccc2F)cc1 (stereo unspecified)
 : 0, 7, -15, 0.4, -7, ., -1, 3
[21] CCOc1ccc(CCNC(=O)CS(=O)(=O)Cc2nc(-c3ccc(OC)cc3)oc2C)cc1
 : 3, 4, -22, 0.0, 3, ., -4, -4
[22] C/C=C/c1ccc2c(c1)O[C@H](CN(C)CC1CCOCC1)[C@@H](C)CN([C@@H](C)CO)S2(=O)=O
 : 28, -26, -8, -0.4, -9, -0.2, 7, 0
[23] C[C@@H]1CN([C@H](C)CO)C(=O)c2cccc(NC(=O)Nc3ccc4c(c3)OCO4)c2O[C@H]1CN(C)C(=O)Nc1ccc2c(c1)OCO2
 : 1, 4, 4, 0.1, 12, -0.1, -3, -1
[24] Cc1cc(C)n2nnnc2n1
 : 1, 3, -3, 0.0, -3, ., 7, -1
[25] O=C(O)C(Cc1c[nH]c2ccccc12)N1C(=O)c2ccccc2C1=O (stereo unspecified)
 : 1, ., -6, 0.0, ., 0.0, 2, .
[26] Cc1cc2oc(=O)cc(-c3ccccc3)c2c(C)c1-c1ccc(C(F)(F)F)cc1
 : 0, -4, -13, 0.0, -9, -4.5, 6, .
[27] O=C(CCc1ccccc1)c1nnc(-c2ccccc2)o1
 : 0, ., -12, -0.1, ., 0.5, -8, 1
[28] Cc1ccc(-n2nc3ccc(NC(=O)/C=C/c4ccco4)cc3n2)cc1
 : -1, -16, -35, -0.1, ., ., 2, 0
[29] CSc1ccccc1NC(=O)COc1nsnc1N1CCOCC1
 : 4, -1, -7, 0.0, 1, ., 4, -3
[30] O=C(N/N=C/c1ccc(O)cc1)Nc1cccc2nsnc12
 : 23, ., -12, 0.1, ., 18, 1, -6
[31] CCCNC(=O)Nc1ccc2c(c1)C(=O)N(C)C[C@@H](OC)[C@@H](C)CN(C(=O)C1CCOCC1)[C@H](C)CO2
 : ., 4, ., 0.0, -3, -0.1, ., .
[32] C[C@H]1CN([C@@H](C)CO)S(=O)(=O)c2ccc(C#CC3(O)CCCC3)cc2O[C@@H]1CN(C)CC1CC1
 : 2, 7, -15, 0.0, -2, -0.3, -2, 0
[33] COc1ccc(NC(=O)N2CC(=O)N3[C@H](C2)[C@H](c2ccc(Br)cc2)[C@@H]3CO)cc1
 : 47, ., 3, 0.0, ., 0.2, -3, -1
[34] O=C(Oc1c(Br)cc([N+](=O)[O-])cc1Br)c1cccnc1
 : 4, ., -10, 0.1, ., 0.0, 1, -3
[35] Cc1ccc(O)c(NC(=O)C2CCCCC2)c1
 : 0, ., -8, 0.0, ., -0.1, -3, -1
[36] Cc1ccc(C(=O)N2CCC3(CC2)Oc2ccc(Cl)cc2C(=O)C32CC(c3ccc(Cl)cc3)=NO2)s1 (stereo unspecified)
 : -5, 12, -13, 0.2, 0, -0.1, 6, 0
[37] CCc1ncn(CCc2ccccc2OC)c1C(C)C
 : -4, ., -5, -0.1, ., 0.0, 6, 0
[38] CCOc1ccc(N(C)S(=O)(=O)c2ccc3[nH]cc(C(=O)NCCOC)c(=O)c3c2)cc1
 : 3, -4, -7, 0.0, 6, 0.0, 1, 1
[39] CC(=O)Oc1ccc(CN2C(=O)C(CCc3ccccc3)ON=C2c2cnccn2)cc1 (stereo unspecified)
 : -3, 3, -10, 0.2, 24, ., -1, 4
[40] CCOCCCNC(=S)N1CCC(C(=O)c2ccc(C)cc2)CC1
 : 1, 2, -7, 0.2, 9, ., -3, 1
[41] Cc1cc(C)cc(Cn2c3ccc(NC(=O)NCCc4cccs4)cc3c(=O)n2C)c1
 : 0, 1, -2, 0.2, 5, 0.1, 4, -2
[42] CCOc1cccc(/C=N/N2C(C)CCCC2C)c1O (stereo unspecified)
 : -2, -12, -10, 0.0, 15, 0.1, -3, -2
[43] O=C(C1=C[C@@H](C2CCCCC2)C[C@@H](OCc2ccc(CO)cc2)O1)N1CCN(Cc2ccc3c(c2)OCO3)CC1
 : -3, 0, -12, 0.1, 7, -0.7, -3, -1
[44] CCn1c(C(C)NC(=O)c2ccc(Cl)cc2)n[nH]c1=S (stereo unspecified)
 : -2, 4, 7, -0.1, -2, 0.6, -6, 1
[45] COc1cc(/C=N/NS(=O)(=O)c2ccc(C(C)(C)C)cc2)cc([N+](=O)[O-])c1O
 : 6, ., -1, 0.0, ., ., -6, 1

# Four compounds picked at random from the list so far, as already listed:
# Order of values: S100A4 inh HTS, RAD54 branch, RAD52 inh, Xi reactivation, esBAF inh, E-sel inducer, ERp5 inh, ERAP1 HTS inh
[35] Cc1ccc(O)c(NC(=O)C2CCCCC2)c1
 : 0, ., -8, 0.0, ., -0.1, -3, -1
[34] O=C(Oc1c(Br)cc([N+](=O)[O-])cc1Br)c1cccnc1
 : 4, ., -10, 0.1, ., 0.0, 1, -3
[31] CCCNC(=O)Nc1ccc2c(c1)C(=O)N(C)C[C@@H](OC)[C@@H](C)CN(C(=O)C1CCOCC1)[C@H](C)CO2
 : ., 4, ., 0.0, -3, -0.1, ., .
[41] Cc1cc(C)cc(Cn2c3ccc(NC(=O)NCCc4cccs4)cc3c(=O)n2C)c1
 : 0, 1, -2, 0.2, 5, 0.1, 4, -2

# Continuation:
# Order of values: S100A4 inh HTS, RAD54 branch, RAD52 inh, Xi reactivation, esBAF inh, E-sel inducer, ERp5 inh, ERAP1 HTS inh
[46] O=C(O)c1ccc(N=Cc2nc(-c3ccco3)oc2O)cc1
 : 1, ., -41, 0.1, ., ., 0, 3
[47] COc1ccc(NC(=O)CN2CCN(C(=O)N3CCOCC3)CC2)cc1
 : 0, 3, -8, 0.0, 1, ., 7, -4
[48] O=C(NCc1ccc2c(c1)OCO2)c1ccco1
 : -4, ., -1, 0.2, ., ., -3, -3
[49] COc1ccc(-n2cc(-c3ccccc3)[n+]3c2CCCCC3)cc1
 : -1, ., -6, 0.2, ., ., -1, 8
[50] COc1ccc(NC(=O)N(C)C[C@@H]2Oc3c(NC(=O)c4nc5ccccc5s4)cccc3C(=O)N([C@H](C)CO)C[C@H]2C)cc1
 : 14, 4, -5, -0.7, -1, 0.0, -10, -1
[51] Cc1cc(C)cc(C(=O)NCC(=O)OCC(=O)N2c3ccccc3NC(=O)C2(C)C)c1
 : -5, -5, -6, 0.0, 4, ., -2, 5
[52] COC(=O)[C@@]12CCCN1[C@H](c1ccc(-c3ccc(OC)cc3)c(OC)c1)[C@H]1C(=O)N(C)C(=O)[C@H]12
 : -1, -5, -8, 0.0, 5, 0.6, 4, 1
[53] CCc1cc2cccc(C)c2nc1SCC(=O)Nc1cc(C)on1
 : -2, ., -14, 0.1, ., ., 6, 1
[54] CC(C)C1CC(c2ccccc2)(C(CN)CO)CCO1 (stereo unspecified)
 : 3, ., -15, 0.0, ., 0.6, 0, -1
[55] O=C(O)C[C@@H]1C[C@H]2c3cc(NC(=O)c4ccc5c(c4)OCO5)ccc3O[C@H]2[C@H](CO)O1
 : 8, 11, 12, 0.5, 0, 0.1, -4, -3
[56] Cc1ccc([N+](=O)[O-])cc1S(=O)(=O)Nc1cccc(-c2ccc(N3CCOCC3)nn2)c1
 : -1, -41, -3, 0.0, 37, 1.2, -23, -2
[57] CCn1c(SCC(=O)Nc2sc3c(c2C#N)CCCC3)nnc1-c1ccco1
 : 2, 13, 0, ., ., ., -4, 5
